CIT2 TOR yeast: alters CIT2-GFP fluorescence in TOR pathway yeast screen; AID 2029; GFP response vs DMSO, % at 10 µM; S. cerevisiae CIT2-GFP strain, flow cytometry, 3 h; 100 means same as DMSO wells; 0.065% of 320,000 active;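 active = GFP response relative to DMSO above a set limit, near the screen mean plus 3 SD, cut at about 150% in these data; inconclusive = Fewer than 70 cells measured for a yeast strain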;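 note: ratio of well median GFP fluorescence to mean of DMSO wells on the plate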
GRK2 aptamer HTS: blocks RNA aptamer binding to human GRK2. bead flow cytometry, FAM-aptamer displacement from GRK2. inhibition of aptamer binding, % at 10 µM. AID 488847. 0.59% of 330,000 active;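 active = inhibition of aptamer binding above 40%, roughly 3 SD of noise, on plates passing a quality check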;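 note: median bead fluorescence of bound FAM aptamer so fluorescent compounds give negative values; no value below 0 was filed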
AGP1-GFP MLPCN: modulators of TOR pathway AGP1-GFP in S. cerevisiae; S. cerevisiae AGP1-GFP multiplex flow cytometry, 3 h; GFP as percent of DMSO wells; GFP response vs DMSO, % at 10 µM; 0.02% of 320,000 active; AID 2066;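 active = GFP response relative to DMSO above a set limit, near screen average plus 3 SD, cut at about 150% in these data; inconclusive = fewer than 70 cells counted for the yeast strain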;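 note: median GFP channel fluorescence of the gated AGP1 strain per well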
Bcl-xL primary: Bcl-xL (human) inhibition; GST-Bcl-xL / FITC-Bim BH3 peptide fluorescence polarization; Q07817; AID 2129; 0.7% of 320,000 active; inhibition, % at 10.9 µM;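 active = inhibition above the mean of all tested compounds plus 3 SD, cutoff set per campaign, cut at about 30% in these data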;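 note: 0% = DMSO wells and 100% = unlabeled Bim-BH3 peptide competitor; inhibitors lower millipolarization by displacing the labeled peptide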
VLA-4 inh: inhibition in a human VLA-4 binding assay. P13612. VLA-4 expressing cells, ligand binding flow cytometry. inhibition, % (about 7 µM as worked out from the volumes in the protocol). 0.2% of 330,000 active. AID 2557; in the data active = inhibition above about 50%
MCL1 BIM primary: disrupts human MCL1 binding to BIM-BH3 peptide. inhibition, % at 10.9 µM. AID 2057. GST-MCL1 / FITC-Bim-BH3 fluorescence polarization. 0.68% of 320,000 active. Q07820;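 active = inhibition above the mean inhibition of all tested compounds plus 3 SD, set per campaign, cut at about 40% in these data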;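 note: 0% = DMSO wells and 100% = unlabeled Bim-BH3 peptide control; higher means more loss of mP so more displacement of Bim peptide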
Fam108B inh: blocks mouse Fam108B hydrolase in RBBP9 counter-screen | recombinant Fam108B, FP-Rh probe fluorescence polarization | inhibition, % at 9.51 µM | 0.33% of 300,000 active | AID 1947;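 active = inhibition above the screen mean inhibition plus 3 SD, computed separately per campaign, cut at about 18% in these data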;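 note: inhibitors lower polarization as less probe binds the enzyme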
MEX-5 binding: C. elegans MEX-5 TCR-2 RNA binding activity; activity score (negative = inhibition of binding), % at 10 µM; AID 1832; Q9XUB2; MEX-5/FITC-TCR2 RNA binding, fluorescence polarization; stronger effect = lower value; 0.38% of 300,000 active;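 active = inhibition past about -25% in most replicates, and total fluorescence under double the plate's negative control median, limit read from the data; inconclusive = replicates evenly split on the limit, or fluorescence at least double controls; inactive = too little inhibition in most replicates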;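 note: 0% = DMSO and -100% = 5 µM competing unlabeled TCR2 RNA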
Target sequence (Q9XUB2 whole entry, looked up): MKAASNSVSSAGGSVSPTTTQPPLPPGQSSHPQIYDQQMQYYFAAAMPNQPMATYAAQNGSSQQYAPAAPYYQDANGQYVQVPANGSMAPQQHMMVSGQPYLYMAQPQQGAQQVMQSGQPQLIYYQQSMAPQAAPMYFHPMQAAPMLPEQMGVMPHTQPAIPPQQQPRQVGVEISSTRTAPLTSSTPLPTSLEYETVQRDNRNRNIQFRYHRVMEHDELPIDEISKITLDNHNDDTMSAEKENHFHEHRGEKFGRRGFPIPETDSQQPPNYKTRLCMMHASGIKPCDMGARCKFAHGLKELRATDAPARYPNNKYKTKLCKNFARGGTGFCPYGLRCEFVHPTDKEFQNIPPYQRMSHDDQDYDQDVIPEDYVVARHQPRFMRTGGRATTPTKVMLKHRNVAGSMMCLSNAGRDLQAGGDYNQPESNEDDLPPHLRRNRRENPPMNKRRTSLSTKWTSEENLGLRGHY
GLD-1 RNA inh: GLD-1-TGE RNA interaction inhibition (C. elegans); 0.44% of 320,000 active; inhibition, % at 5.96 µM; Q17339; purified GLD-1 + fluorescein TGE RNA, fluorescence polarization;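 active = percent inhibition above a per-plate cutoff, the plate mean of test compounds plus 3 SD, cut at about 30% in these data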;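 note: 0% = DMSO wells with GLD-1 and probe and 100% = wells lacking GLD-1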
Target sequence (Q17339 whole entry, looked up): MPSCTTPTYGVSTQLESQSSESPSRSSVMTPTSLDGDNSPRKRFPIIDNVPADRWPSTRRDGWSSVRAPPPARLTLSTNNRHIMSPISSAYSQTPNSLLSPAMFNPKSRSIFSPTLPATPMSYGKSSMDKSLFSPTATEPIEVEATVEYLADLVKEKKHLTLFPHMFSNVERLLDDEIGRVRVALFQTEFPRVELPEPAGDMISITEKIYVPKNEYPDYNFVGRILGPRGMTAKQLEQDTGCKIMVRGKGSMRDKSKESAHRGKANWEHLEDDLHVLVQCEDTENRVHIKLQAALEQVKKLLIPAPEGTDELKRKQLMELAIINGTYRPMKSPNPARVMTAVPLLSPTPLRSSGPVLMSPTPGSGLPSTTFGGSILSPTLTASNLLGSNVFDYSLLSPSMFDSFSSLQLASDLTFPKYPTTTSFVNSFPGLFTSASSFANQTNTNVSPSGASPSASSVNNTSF
Active calls of the source: *; ? = inconclusive; · = not tested or not shown; [ ] = another dose, or the depositor's remark.

1	O=C(Oc1ccc2ccc(=O)oc2c1)c1cccs1
2	COC(=O)C1CCN(C(=O)/C=C/c2ccc3c(c2)OCO3)CC1
3	Cc1cccc(C)c1OCC(=O)Nc1ccc(NC(=O)c2ccco2)cc1
4	CN(Cc1ccccc1)C(=O)COC(=O)Cc1ccc(Cl)cc1
5	CC(=O)C1=C(C)NC(SCC(=O)c2ccccc2)=C(C#N)C1CC(C)C (stereo unspecified)
6	COc1ccc(NC(=O)C2CCOC2=O)cc1 (stereo unspecified)
entry no.,1,2,3,4,5,6
CIT2 TOR yeast,95,97,96,102,89,98
GRK2 aptamer HTS,9,0,0,20,6,1
AGP1-GFP MLPCN,88,95,93,104,86,105
Bcl-xL primary,0,5,-3,·,9,8
VLA-4 inh,-4,9,1,-14,-13,5
MCL1 BIM primary,5,2,-1,·,4,7
Fam108B inh,2,-1,0,·,0,3
MEX-5 binding,0.9,-0.9,0.5,·,-0.3,1.8
GLD-1 RNA inh,0,3,-2,0,10,1

7	COc1ccc(CC(=O)Nc2ccccc2C(C)=O)cc1S(=O)(=O)N1CCOCC1
8	COc1cccc(CN2CCN(Cc3cc(OC)c(OC)cc3OC)CC2)c1
9	CCOc1ccc(NC(=O)N(c2ccccc2)c2ccccc2)cc1
10	O=C(CN1CCN(c2ccccn2)CC1)NC(=O)NC1CCCCC1
11	CCOc1ccc(Nc2cc(C)nc3c(C)cccc23)cc1
12	Cc1cccc2nc(CSc3ncccc3C(=O)O)cn12
entry no.,7,8,9,10,11,12
CIT2 TOR yeast,89,105,102,101,108,100
GRK2 aptamer HTS,2,2,0,1,0,2
AGP1-GFP MLPCN,102,105,98,100,101,99
Bcl-xL primary,2,6,2,0,4,1
VLA-4 inh,-17,-2,-9,3,1,15
MCL1 BIM primary,-2,5,-6,2,-2,-1
Fam108B inh,4,-2,0,-2,9,-2
MEX-5 binding,0.3,-3.9,-0.6,2.4,0.7,-0.8
GLD-1 RNA inh,-1,0,3,12,5,9

13	CCOCC(=O)Nc1cc(C(=O)OC)ccc1C(=O)OC
14	O=C(NC1CCCCC1)C1COc2ccccc2O1 (stereo unspecified)
15	Cc1occc1C(=O)/C(C#N)=C/c1ccc(O)c(Br)c1
16	C[C@]12C=CC(=O)C=C1CC[C@@H]1[C@@H]2[C@@H](O)C[C@@]2(C)[C@H]1CC[C@]2(O)C(=O)COC(=O)CCC(=O)O
17	O=C(Nc1ccc(F)cc1F)C1CCN(S(=O)(=O)c2cccnc2)CC1
18	O=C(O)CN1C2=NCCCN2c2ccccc21
entry no.,13,14,15,16,17,18
CIT2 TOR yeast,87,100,114,?,99,87
GRK2 aptamer HTS,1,0,1,1,3,4
AGP1-GFP MLPCN,91,101,113,15[may fluoresce violet],99,93
Bcl-xL primary,8,-2,-33,2,5,6
VLA-4 inh,2,-7,-18,15,3,3
MCL1 BIM primary,9,-1,-94,-6,2,6
Fam108B inh,-1,-1,1,2,-3,-4
MEX-5 binding,-1.5,-1.0,18,0.6,-0.9,1.6
GLD-1 RNA inh,1,2,-17,0,-1,-2

19	O=C(COC(=O)[C@@H]1CC(O)CN1S(=O)(=O)c1ccc([N+](=O)[O-])cc1)NC12CC3CC(CC(C3)C1)C2 (stereo partly specified)
20	O=C(O)CCc1nc(-c2cccs2)no1
21	O=c1c2ccccc2nc(COc2ccccc2)n1/N=C/c1ccco1
22	O=[N+]([O-])c1cc(Cl)ccc1NCCc1ccccn1
23	O=C1CC(c2cccs2)CC(O)=C1C=NCCN1CCNCC1 (stereo unspecified)
24	O=C(COC(=O)CNC(=O)c1ccc(Cl)cc1)Nc1ccc(Cl)cn1
entry no.,19,20,21,22,23,24
CIT2 TOR yeast,106,100,101,95,102,114
GRK2 aptamer HTS,2,1,0,2,0,0
AGP1-GFP MLPCN,106,106,94,90,101,101
Bcl-xL primary,-8,0,8,3,9,·
VLA-4 inh,-13,12,-9,5,-12,-7
MCL1 BIM primary,-17,6,2,4,7,·
Fam108B inh,-4,-2,1,4,4,·
MEX-5 binding,-6.9,-1.8,2.9,0.0,3.6,·
GLD-1 RNA inh,-4,10,-3,4,9,5

25	O=c1c(-c2ccccc2)c(O)nc2ccccn12
26	O=[N+]([O-])c1ccc(N2CCOCC2)cc1NCCCO
27	Cn1ncc2nc[nH]c(=O)c21
28	CNCC(O)CN1CCN(c2ccccc2OC)CC1 (stereo unspecified)
29	CCNC(=O)N1c2ccc(OCC)cc2C(C)=CC1(C)C
30	Cn1nc(C(F)(F)F)c(C(=O)Nc2ccc(F)cc2F)c1Sc1cccc(C(F)(F)F)c1
entry no.,25,26,27,28,29,30
CIT2 TOR yeast,101,101,95,97,69,100
GRK2 aptamer HTS,0,1,0,5,0,0
AGP1-GFP MLPCN,96,102,100,107,108,102
Bcl-xL primary,-1,4,0,6,48*,5
VLA-4 inh,7,9,18,3,-2,11
MCL1 BIM primary,-3,6,1,4,45*,5
Fam108B inh,2,0,5,0,-1,-6
MEX-5 binding,-1.4,-2.4,-1.2,1.5,2.1,-4.4
GLD-1 RNA inh,-3,5,-5,-6,68*,5

31	COc1cccc(CNc2nc3ccccc3n2CCN2CCCCC2)c1
32	O=C(Nc1ccc(OC(F)(F)F)cc1)C1=NCCN1
33	Cc1ccc2c(c1)cc1c(=O)n(CC(=O)N(C)c3ccccc3)nc(C)n12
34	Cc1ccc(/C=N/Nc2ccc3c(C(F)(F)F)cc(C(F)(F)F)nc3n2)cc1
35	CCCNC(=O)c1c(C)cc(=O)oc1C
36	CC(=O)c1ccc(NS(=O)(=O)c2ccc3c(c2)N(C)CCO3)cc1
entry no.,31,32,33,34,35,36
CIT2 TOR yeast,105,99,92,93,?,92
GRK2 aptamer HTS,0,18,2,0,0,1
AGP1-GFP MLPCN,107,101,95,100,24[may fluoresce violet],96
Bcl-xL primary,0,3,3,3,1,3
VLA-4 inh,-1,8,10,27,11,-4
MCL1 BIM primary,-1,8,-1,-5,1,5
Fam108B inh,2,2,2,-3,-2,-3
MEX-5 binding,0.7,·,-1.6,-5.3,-0.8,-0.2
GLD-1 RNA inh,-2,8,5,2,9,4

37	CC(C)CCC(CC(C)O)c1n[nH]c(=S)n1-c1ccccc1 (stereo unspecified)
38	CC1=C(C)/C(=N/OC(=O)c2cccc([N+](=O)[O-])c2)C=CC1=O
39	CCS(=O)(=O)N1Cc2ccccc2CC1C(=O)NCc1cccc(OC)c1 (stereo unspecified)
40	O=C(COC(=O)c1nc(Cl)ccc1Cl)NCCc1ccccc1
41	CCC1CCCCN1C(=O)CSc1nnc(CNC(=O)COc2ccc(Cl)cc2)o1 (stereo unspecified)
42	COc1cc(C2c3c(-c4ccccc4)n[nH]c3C(=O)N2c2ccccc2)ccc1O (stereo unspecified)
entry no.,37,38,39,40,41,42
CIT2 TOR yeast,93,106,102,96,96,105
GRK2 aptamer HTS,1,9,4,0,0,0
AGP1-GFP MLPCN,96,101,99,99,105,103
Bcl-xL primary,-11,5,·,-6,0,3
VLA-4 inh,0,-11,4,3,3,-22
MCL1 BIM primary,-12,9,·,-9,5,2
Fam108B inh,2,-2,·,2,4,2
MEX-5 binding,0.8,-0.6,3.5,0.1,1.4,-2.1
GLD-1 RNA inh,-2,0,·,2,-3,6

An excerpt from above in order of their number in MCL1 BIM primary, falling:
no.	Compound	CIT2 TOR yeast	GRK2 aptamer HTS	AGP1-GFP MLPCN	Bcl-xL primary	VLA-4 inh	MCL1 BIM primary	MEX-5 binding	GLD-1 RNA inh
42	COc1cc(C2c3c(-c4ccccc4)n[nH]c3C(=O)N2c2ccccc2)ccc1O (stereo unspecified)	105	0	103	3	-22	2	-2.1	6
40	O=C(COC(=O)c1nc(Cl)ccc1Cl)NCCc1ccccc1	96	0	99	-6	3	-9	0.1	2
37	CC(C)CCC(CC(C)O)c1n[nH]c(=S)n1-c1ccccc1 (stereo unspecified)	93	1	96	-11	0	-12	0.8	-2

Following part.
43	CCOc1ccc(-c2c(C(=O)N/N=C/c3ccc(Cl)cc3)nnn2-c2nonc2N)cc1
44	CC1CN(C(=O)c2ccc(S(=O)(=O)Nc3ccccc3Cl)cc2)CC(C)O1 (stereo unspecified)
45	COc1cc(C(=O)NCCc2ccc(F)cc2)c([N+](=O)[O-])cc1OC
46	Cc1cc(OCC(=O)NCCc2cccc(F)c2)c2c(C)cc(=O)oc2c1
47	CCNC(=S)N1CCN(S(=O)(=O)c2ccc(C)cc2)CC1
48	Cc1cc(C)c(C)c(S(=O)(=O)N(C)C2CCN(C)CC2)c1C
entry no.,43,44,45,46,47,48
CIT2 TOR yeast,102,137,98,96,98,104
GRK2 aptamer HTS,0,0,0,5,0,0
AGP1-GFP MLPCN,108,112,96,98,103,100
Bcl-xL primary,5,3,0,4,7,-1
VLA-4 inh,-3,-1,13,0,-1,10
MCL1 BIM primary,1,1,7,1,-1,1
Fam108B inh,-22,-2,5,-1,1,2
MEX-5 binding,0.7,-1.1,-1.9,-1.6,3.0,-1.5
GLD-1 RNA inh,-3,4,2,-8,-1,-8

49	Nc1c(C(=O)c2cccs2)oc2ccccc12
50	Cc1ccccc1CN1[C@@H](C(C)C)COCCS1(=O)=O
51	Fc1ccc(Oc2cnc3ccccc3n2)cc1
52	O=C(CSc1nnc(CNC(=O)c2c(F)cccc2F)o1)NCCc1ccccc1
53	COc1cc(C2NC(=S)NC3=C2CCc2ccccc23)cc(OC)c1OC (stereo unspecified)
54	N#Cc1c(Nc2ccccc2)s[nH]c1=O
55	O=C(Nc1ccc(S(=O)(=O)Nc2cnc3ccccc3n2)cc1)c1ccc(Br)o1
56	CC(C)CNC(=O)COC(=O)CCC(=O)c1ccc(F)cc1
entry no.,49,50,51,52,53,54,55,56
CIT2 TOR yeast,84,98,101,105,100,102,·,·
GRK2 aptamer HTS,7,1,0,2,2,3,30,0
AGP1-GFP MLPCN,73,109,100,103,103,108,107,96
Bcl-xL primary,-4,4,4,-1,-11,-25,1,2
VLA-4 inh,8,-8,7,-3,2,7,-5,-4
MCL1 BIM primary,1,4,2,-1,-1,-28,1,7
Fam108B inh,0,4,2,-4,-2,3,-3,-4
MEX-5 binding,-6.5,0.7,-0.6,0.4,1.5,1.6,1.5,0.8
GLD-1 RNA inh,5,-1,-2,2,2,3,5,11

Source: PubChem BioAssay (several laboratories)

An unsorted share of the library; any-hit rate near 2.2%.
